All columns: NCI-60 one-dose screen, growth in % after 48 h at 10 µM unless noted; 100 = growth as untreated, 0 = no growth, -100 = all killed.
SN12C – SN12C renal cancer cells; 81,000 compounds, 3.8% hits
UO-31 – UO-31 renal cancer; 81,000 compounds, 5.2% hits
ACHN – ACHN renal cancer; 81,000 compounds, 4.9% hits
NCI/ADR-RES – NCI/ADR-RES ovarian cells; AID 1794790; 81,000 compounds, 4.4% hits
IGROV1 – IGROV1 ovarian cancer; 79,000 compounds, 4.7% hits; AID 1794786
786-0 – 786-0 renal cancer cells; 81,000 compounds, 5.1% hits
TK-10 – TK-10 renal cancer cells | 81,000 compounds, 3.9% hits | AID 1794769
CAKI-1 – CAKI-1 renal cancer; 75,000 compounds, 4.7% hits; AID 1794772
An asterisk follows results filed as active; nt = no result given. The calls were made as follows: active = growth percent below 10; inactive = the rest. Hits appear at their usual frequency, and some 9.3% of all compounds hit somewhere here.

cpd	SMILES	SN12C	UO-31	ACHN	NCI/ADR-RES	IGROV1	786-0	TK-10	CAKI-1
1	O=C1NC(=S)NC(=O)C1=Cc1cn(Cc2cn(Cc3cccc4ccccc34)nn2)c2ccccc12	94	68	96	97	83	115	134	80
2	C#C[C@]1(O)CC[C@H]2[C@@H]3CC=C4c5sc(-c6ccc(O)c(O)c6)nc5CC[C@]4(C)[C@H]3CC[C@@]21C	-90*	-94*	-89*	-27*	-67*	-88*	-45*	-51*
3	O=C(O)c1cn(C2CC2)c2cc(N3CCN(C(=O)N/N=C/c4ccccc4O)CC3)c(F)cc2c1=O	99	84	102	110	99	106	99	94
4	CC(=O)C1CCC2C3CCC4=CC(=O)CC4(C)C3CCC12C (configuration not stated)	88	83	90	91	81	95	108	68
5	CNc1nc2c(c(=O)n(C)c(=O)n2C)n1C	102	67	107	106	120	110	102	101
6	NC(=O)c1cnc2ccc(-c3csc(N)n3)cc2c1Nc1ccc(Cl)cc1	107	90	105	98	103	104	128	nt
7	Cn1cc(-c2nnc(N)nc2-c2c[nH]c3ccccc23)c2cccnc21	51	48	57	76	40	55	91	43
8	CCOc1ccccc1NC(=O)c1cc(-c2ccccc2)n(-c2ccc(S(C)(=O)=O)cc2)n1	88	62	88	96	89	107	131	80
9	CC(=O)CC(c1cccs1)c1c(-c2ccccc2)[nH]c2cc(C)ccc12 (configuration not stated)	79	64	86	62	58	99	127	31
10	C/C(=N\Nc1ccc(S(N)(=O)=O)cc1)c1sc2nc3ccccc3n2c1C	95	120	107	110	101	111	103	116
11	Cn1c(=O)c2cc(C(=O)NCCCN3CCCCCC3)sc2c2ccccc21	87	92	82	85	91	95	94	82
12	COc1cc(-c2nc3ccc(C)cc3[nH]2)ccc1OCC(=O)N=Nc1c(O)[nH]c2ccc(Cl)cc12	-56*	86	31	83	4.7*	-82*	23	-62*
13	CC(C)(Oc1ccccc1)C(=O)O	97	79	105	103	104	108	98	99
14	COc1ccc(/C(C)=C(/c2ccc(OCCCN(C)C)cc2)c2ccc(OC(=O)Cc3ccccc3)cc2)cc1	82	53	87	85	95	72	95	93
15	NC(c1ccccc1)c1cccs1 (configuration not stated)	99	86	106	100	109	107	109	96
16	Brc1ccc2[nH]cc(-c3nn4cc(-c5cccnc5)nc4s3)c2c1	63	70	60	78	70	94	119	55
17	NCCC(=O)c1ccc(Cl)cc1	108	86	121	103	117	105	102	101
18	O=C(COc1cc(Cl)c(Cl)cc1Cl)OCCOc1cc(Cl)c(Cl)cc1Cl	100	102	119	104	nt	101	118	102
19	COc1ccc2[nH]c(O)c(/C=c3/cc4c(c(-c5ccc(F)cc5)n3)=Nc3ccccc3-4)c2c1	89	72	92	52	97	98	107	87
20	Nc1nc2ncc(CNc3ccc(C(=O)NC(CCC(=O)NC(CCC(=O)NC(CCC(=O)NC(CCC(=O)NC(CCC(=O)O)C(=O)O)C(=O)O)C(=O)O)C(=O)O)C(=O)O)cc3)nc2c(=O)[nH]1 (configuration not stated)	101	nt	110	119	103	105	119	90
21	O=C(O)c1c2ccccc2nc2[nH]c3ccccc3c12	101	76	98	98	88	106	150	81
22	COc1ccc(C2C3=C(COC3=O)N(CCO)c3cc(OC)ccc32)cc1 (configuration not stated)	98	70	90	102	109	100	100	90
23	Cc1ccc(NC(=O)CSc2nnc3n(Cc4ccccc4)c(=O)c4c(C)c(C(N)=O)sc4n23)cc1	58	82	76	93	51	17	-24*	92
24	O=S(=O)(Nc1ccc(C2CC2)cc1)c1ccc(-c2cnc(C3CC3)o2)cc1	75	71	88	48	58	89	101	28
25	CCOC(=S)Sc1ccc([N+](=O)[O-])cc1[N+](=O)[O-]	nt	78	60	102	99	102	94	30
26	O=C1NC(=O)/C(=C\c2ccco2)S1	96	68	100	103	114	99	102	nt
27	COC(=O)C(C)CN1CCOCC1 (configuration not stated)	113	83	105	101	113	99	104	94
28	Cc1c(C(=O)NC(Cc2ccccc2)C(O)C(=O)NCc2ccccn2)[nH]c2ccccc2c1=O (configuration not stated)	103	91	103	108	106	100	88	98
29	O=C(CCCCn1cnc2c(=S)nc[nH]c21)Nc1ccc(C(=O)O)c(O)c1	90	83	108	107	103	115	114	103
30	O/N=C/c1ccc(Cl)cc1Cl	104	90	113	112	97	107	95	98
31	O=C1c2c(c3c4ccc(Br)cc4oc3c3[nH]c4ccccc4c23)C(=O)N1O	14	14	23	56	25	85	121	29
32	CCCCCN1C(=O)/C(=c2\sc3n(c2=O)C2C(NN=3)N(CC)C(=O)N2CC)c2cc(C)ccc21 (configuration not stated)	93	82	104	88	96	100	111	86
33	Cc1ccc(S(=O)(=O)Oc2ccc3ccccc3c2)cc1	104	86	117	95	97	91	101	96
34	O=[N+]([O-])c1ccccc1SNc1ccccc1	94	61	97	90	102	91	95	56
35	O=C1c2ccccc2C(=O)N1CCCCCCN1C(=O)c2ccccc2C1=O	99	105	111	101	111	98	109	123
36	CCCCCCCCCCCCOc1ccc(/C(=N\N=C(N)N)c2ccccc2)c(O)c1	98	94	99	108	108	nt	113	107
37	O=C1C(Cl)=C(Nc2ccc(Nc3ccccc3)c(NC3=C(Cl)C(=O)c4ccccc4C3=O)c2)C(=O)c2ccccc21	85	57	34	86	69	78	28	45
38	O=C1c2ccccc2C(=O)c2c1ccc1[nH]c(-c3cccs3)nc21	73	59	67	79	90	100	87	82
39	CCOC(=O)CC1CSC(N/N=C(/C)c2cccc(C(F)(F)F)c2)=N1 (configuration not stated)	103	80	106	101	94	97	96	92
40	O=S(=O)(NCCCNc1nccc(-c2c(-c3cccc(F)c3)nc3sccn23)n1)c1ccc(O)cc1	59	31	44	79	33	65	88	52
41	Cc1ccc(NC(=O)c2sc3nc(-c4cccs4)ccc3c2N)cc1C	101	127	126	103	118	105	87	132
42	CN(NC(=O)NN(C)C(=O)c1ccccc1)C(=O)c1ccccc1	94	92	98	97	115	123	102	91
43	Clc1ccc(I)c2ccccc12	111	83	103	109	107	93	93	96
44	NC(=O)c1c(NC(=O)c2ccc3c(c2)OCO3)sc2c1CCC(=O)C2	8.2*	-93*	-58*	-6.3*	-17*	12	-20*	-80*
45	CC(=O)C(N=Nc1ccc(-c2ccc(N=NC(C(C)=O)C(=O)Nc3ccc(C)cc3C)c(Cl)c2)cc1Cl)C(=O)Nc1ccc(C)cc1C (configuration not stated)	106	86	102	95	nt	82	116	nt
46	COc1cc(/C=C(/C)C[N+](=O)[O-])ccc1O	86	73	96	102	44	100	87	84
47	Nc1nc(S)cc(=O)[nH]1	98	87	105	100	111	106	112	86
48	CNC(=O)c1c(NC(=O)c2cccc(C(F)(F)F)c2)sc2c1CCC(=O)C2	3.1*	-94*	-67*	-7.1*	-25*	13	32	-23*
49	O=S(=O)(Oc1ccc(Br)cc1)c1ccc(Cl)cc1	105	82	117	96	99	89	84	105
50	O=C(NCc1ccc(Cl)cc1Cl)C1CCC(=O)N1c1cscn1 (configuration not stated)	nt	82	100	108	99	93	93	94

Not a retest: entries from further up.
cpd	SMILES	SN12C	UO-31	ACHN	NCI/ADR-RES	IGROV1	786-0	TK-10	CAKI-1
39	CCOC(=O)CC1CSC(N/N=C(/C)c2cccc(C(F)(F)F)c2)=N1 (configuration not stated)	103	80	106	101	94	97	96	92
40	O=S(=O)(NCCCNc1nccc(-c2c(-c3cccc(F)c3)nc3sccn23)n1)c1ccc(O)cc1	59	31	44	79	33	65	88	52
41	Cc1ccc(NC(=O)c2sc3nc(-c4cccs4)ccc3c2N)cc1C	101	127	126	103	118	105	87	132
42	CN(NC(=O)NN(C)C(=O)c1ccccc1)C(=O)c1ccccc1	94	92	98	97	115	123	102	91
43	Clc1ccc(I)c2ccccc12	111	83	103	109	107	93	93	96

Next entries.
cpd	SMILES	SN12C	UO-31	ACHN	NCI/ADR-RES	IGROV1	786-0	TK-10	CAKI-1
51	COC(=O)c1cc(Nc2ccc(O)c3c2C(=O)c2c([N+](=O)[O-])ccc(O)c2C3=O)cc(C(=O)OC)c1	70	67	90	71	86	89	60	nt
52	NC(=O)c1c(NC(=O)c2ccc(OCC3CCCO3)cc2)sc2c1CCCC2 (configuration not stated)	91	35	106	97	-23*	95	126	108
53	CCCCCCC(=O)OCC(=O)c1ccc(Br)cc1	103	91	101	99	100	106	83	102
54	CCN(CC)c1ccc(/C=N/NC(=O)Cc2ccc(Nc3ccnc(C(F)(F)F)c3)cc2)c(O)c1	40	20	19	18	25	1.4*	35	-21*
55	CC(C)Nc1ncnc2[nH]ncc12	94	87	98	100	nt	96	95	nt
56	C/C(=N\O)C(C)(C)O	100	92	104	107	115	103	100	96
57	C=C(C)[C@@H]1CC[C@]2(C(=O)O)CC[C@]3(C)[C@H](CC[C@@H]4[C@@]5(C)C[C@@H](CC#Cc6cccs6)[C@H](O)C(C)(C)[C@@H]5CC[C@]43C)[C@@H]12	59	53	44	70	79	56	61	40
58	COc1cccc(CNC(=O)c2ncoc2-c2ccc3c(c2)OCCO3)c1	102	89	104	102	117	89	104	98
59	C[n+]1ccc(C(N)=O)cc1	101	99	110	99	112	100	100	94
60	S=c1sc2ccccc2n1CNc1ccccc1	105	92	105	120	111	103	112	97
61	Nc1ccc(C(=O)c2ccccc2)cc1	99	87	102	nt	131	101	100	93
62	COc1ccc([C@@H](OC)[C@@]2(Cc3ccc(O)cc3)N=C(N)N(C)C2=O)cc1	97	76	103	101	83	102	124	95
63	COc1ccc(-c2cc(-c3cc(OC)c(OC)c(OC)c3)c(C#N)c(=O)n2CCCCCC(=O)Nc2ccccc2N)cc1	84	61	84	95	91	99	122	80
64	CN(C)CCCCC(C(=O)CBr)(c1ccccc1)c1ccccc1	21	-56*	-65*	44	44	5.2*	-48*	-23*
65	Nc1nc(N)c(N=Nc2ccc(S(=O)(=O)Nc3ncccn3)cc2)c(=O)[nH]1	110	93	106	119	104	98	103	100
66	CCOC(=O)c1c[nH]c2c(CC)cccc2c1=O	83	87	88	89	nt	83	96	72
67	CC(=O)OCCOc1ccc(C(C)(C)C)cc1	93	85	107	105	107	94	101	90
68	CC(=O)OCC(=O)[C@H]1CCC2C3CCC4=CC(=O)CC[C@]4(C)C3CC[C@@]21C (some centres not stated)	94	74	92	86	85	97	99	92
69	O=C(COc1ccc(NC(=O)Nc2ccc(Cl)cc2)cc1)N=Nc1c(O)[nH]c2ccc(Br)cc12	104	73	99	99	100	105	104	95
70	COc1ccc(-c2nnc(SCC(=O)Nc3ccc(/C(C)=N\O)cc3)n2-c2ccccc2)cc1OC	72	104	76	91	71	64	41	87
71	N#Cc1c(N)sc(=S)c2c1CCCC2	105	92	103	104	116	104	116	99
72	COc1ccc(NC(=S)N/N=C/c2cccc(F)c2)cc1	95	84	101	106	95	96	106	80
73	CCCCOc1ccc(C(=O)OCCNC(C)C)cc1N	nt	95	101	94	nt	107	104	103
74	COc1cccc(-c2nc3sccn3c2-c2ccnc(NCCN3CCCN(C)S3(=O)=O)n2)c1	65	73	54	85	73	73	120	51

Part of the list above, reduced to CAKI-1 and UO-31.
cpd | mol | CAKI-1 | UO-31
70 | COc1ccc(-c2nnc(SCC(=O)Nc3ccc(/C(C)=N\O)cc3)n2-c2ccccc2)cc1OC | 87 | 104
71 | N#Cc1c(N)sc(=S)c2c1CCCC2 | 99 | 92

High-throughput results from PubChem BioAssay.
